# M4 ag – human M4 muscarinic receptor agonists, primary screen, CHO-K1 cells, Fluo-8 calcium fluorescence; 0.14% of 360,000 active; Muscarinic acetylcholine receptor M4 (Homo sapiens), P08173; CHO-K1 hM4/Gqi5; vehicle 0%, full acetylcholine response 100%; activation, % at 3 µM;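 active = activation above the run mean over all test wells plus 3 SD, cut at about 32% in these data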;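 note: peak over basal fluorescence ratio per well then scaled between controls; 0% = DMSO wells and 100% = acetylcholine at EC100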
# M1 PAM – human M1 muscarinic receptor positive allosteric modulators, primary screen, CHO-K1 cells, Fluo-8 calcium fluorescence, 1536-well; AID 588819, 2011; CHO-K1 hM1, ACh EC20; 0% = ACh EC20, 100% = maximal ACh; 0.088% of 360,000 active; Muscarinic acetylcholine receptor M1 (Homo sapiens), P11229; activation, % at 3 µM; in the data active = activation above about 19%, passing the limit was not always enough
# Target sequence (P11229 whole entry, looked up): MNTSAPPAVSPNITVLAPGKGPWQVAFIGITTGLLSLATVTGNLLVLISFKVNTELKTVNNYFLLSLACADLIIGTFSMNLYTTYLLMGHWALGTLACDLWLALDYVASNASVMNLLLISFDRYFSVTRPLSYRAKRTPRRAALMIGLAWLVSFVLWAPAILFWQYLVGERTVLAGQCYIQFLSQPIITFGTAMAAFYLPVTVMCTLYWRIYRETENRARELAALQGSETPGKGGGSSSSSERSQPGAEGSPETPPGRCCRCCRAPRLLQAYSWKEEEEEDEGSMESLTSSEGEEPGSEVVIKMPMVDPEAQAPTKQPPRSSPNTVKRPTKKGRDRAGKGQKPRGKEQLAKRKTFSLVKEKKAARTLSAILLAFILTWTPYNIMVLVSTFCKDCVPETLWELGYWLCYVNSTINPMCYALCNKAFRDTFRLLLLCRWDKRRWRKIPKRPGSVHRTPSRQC
# CHRM4 PAM – human M4 muscarinic receptor positive allosteric modulators, primary screen, CHO-K1 cells, Fluo-8 calcium fluorescence | Muscarinic acetylcholine receptor M4 (Homo sapiens), P08173 | CHO-K1 hM4/Gqi5, ACh EC20; 0% = ACh EC20, 100% = maximal ACh | activation, % at 3 µM | 0.4% of 360,000 active;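 active = activation above its plate's cutoff, the mean activation of sample wells plus 3 SD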; note: some results filed as inactive read as strong as hits
# CRFBP-R2 block – antagonists of CRF-BP/CRF-R2 complex, primary screen, cell-based, HEK293, calcium dye fluorescence, uHTS | 0.59% of 350,000 active | inhibition, % at 11.8 µM | CRF-induced calcium fluorescence;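 active = inhibition of the ligand-induced calcium signal above about 50% at the single tested concentration, limit read from the data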
# CRFBP-R2 agonist – agonists of CRF-BP/CRF-R2 complex, primary screen, cell-based, HEK293, calcium dye fluorescence, uHTS; calcium dye fluorescence (FLIPR); percent of saturating CRF peptide response; activation, % at 13.2 µM; CRF-binding protein / CRF receptor 2 complex (human); 0.46% of 350,000 active;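 active = activation of at least 50%, plus an integration ratio under a set limit after plate pattern correction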;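 note: plate controls were neutral control wells without compound for no effect and CRF at EC100 for full effect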
# CHRM5 PAM – human M5 muscarinic receptor positive allosteric modulators, primary screen, CHO-K1 cells, Fluo-8 calcium fluorescence; 0.3% of 360,000 active; activation, % at 3 µM; Muscarinic acetylcholine receptor M5 (Homo sapiens), P08912; CHO-K1 hM5, ACh EC20 PAM; 0% = ACh EC20, 100% = ACh EC100;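 active = activation above the run cutoff, the mean activation of all test compounds plus 3 SD, cut at about 18% in these data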
# Target sequence (P08912 whole entry, looked up): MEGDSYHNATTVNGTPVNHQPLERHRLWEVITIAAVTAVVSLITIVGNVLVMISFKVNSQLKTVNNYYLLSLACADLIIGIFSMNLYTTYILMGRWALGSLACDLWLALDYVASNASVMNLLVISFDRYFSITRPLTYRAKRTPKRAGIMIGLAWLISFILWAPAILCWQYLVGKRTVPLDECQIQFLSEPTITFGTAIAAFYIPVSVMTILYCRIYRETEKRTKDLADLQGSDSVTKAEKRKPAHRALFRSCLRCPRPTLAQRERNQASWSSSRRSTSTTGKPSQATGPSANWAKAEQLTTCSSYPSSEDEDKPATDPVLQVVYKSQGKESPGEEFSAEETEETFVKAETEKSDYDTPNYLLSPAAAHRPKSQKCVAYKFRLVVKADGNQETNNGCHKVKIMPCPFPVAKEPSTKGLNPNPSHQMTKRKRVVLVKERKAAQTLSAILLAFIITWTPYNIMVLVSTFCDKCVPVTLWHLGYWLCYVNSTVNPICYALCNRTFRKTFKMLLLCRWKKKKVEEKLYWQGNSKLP
#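 Measured by: Fluo-8 calcium fluorescence; material: human M5 receptor in CHO-K1 cells; schedule: Post-acetylcholine fluorescence recording 140 s; benchmarks: low control EC20 acetylcholine (0%), high control EC100 acetylcholine (100%); read-out: Max/basal fluorescence ratio as % of EC20–EC100 ACh window; compound: single dose, 3 µM nominal final test concentration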
# CHRM4 antagonist – human M4 muscarinic receptor antagonists, primary screen, CHO cells, Fluo-8 calcium fluorescence; CHO-hM4 cells, ACh EC80; inhibition, % at 3 µM; 0.73% of 360,000 active;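 active = inhibition above its plate's cutoff, the mean inhibition of sample wells plus 3 SD, cut at about 27% in these data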;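 note: 0% = acetylcholine EC80 with DMSO and 100% = DMSO without agonist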
# CHRM5 antagonist – human M5 muscarinic receptor antagonists, primary screen, CHO cells, Fluo-8 calcium fluorescence; 0.59% of 360,000 active; inhibition, % at 3 µM; Muscarinic acetylcholine receptor M5 (Homo sapiens), P08912; CHO-hM5 cells, ACh EC80;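 active = inhibition above a per-plate cutoff, the mean of that plate's test compounds plus 3 SD, cut at about 27% in these data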;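 note: 0% = acetylcholine EC80 with DMSO and 100% = DMSO without agonist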
# M5 ag – human M5 muscarinic receptor agonists, primary screen, CHO-K1 cells, Fluo-8 calcium fluorescence; CHO-K1 hM5 cells; 0% DMSO wells, 100% maximal acetylcholine response; activation, % at 3 µM; 0.19% of 360,000 active;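 active = activation above the run's mean over test compounds plus 3 SD, cut at about 23% in these data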;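 note: signal is peak over basal fluorescence ratio across the kinetic read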
# * = called active by the depositor; nt = not tested or not shown.
SMILES,M4 ag,M1 PAM,CHRM4 PAM,CRFBP-R2 block,CRFBP-R2 agonist,CHRM5 PAM,CHRM4 antagonist,CHRM5 antagonist,M5 ag
COCCn1c(=NC(=O)CCS(=O)(=O)c2ccccc2)sc2cc(C(=O)OC)ccc21,0.7,9.3,1.2,-4.0,-0.9,-3.0,3.8,4.4,-1.1
CCCCOc1ccc(C2OC34CCCCC3C(C#N)(C#N)C2(C#N)C(=N)O4)cc1 (stereo not drawn),3.0,10.6,9.7,7.8,21.6,9.1,-3.3,-2.5,-5.6
CCN(CC)C(=O)CSCc1cnn(-c2ccccc2)c1-n1cccc1,4.4,8.0,-2.6,15.5,-2.3,-0.6,-11.1,6.4,-1.6
CSCCC(NC(=O)c1ccccc1Br)C(=O)Nc1ccc(C)cc1 (stereo not drawn),1.6,9.3,4.4,-36.0,-0.8,-1.4,-4.4,1.2,0.7
Cc1cc(NC(=O)Cc2cc(F)cc(F)c2)no1,0.6,12.9,3.2,-1.1,-0.9,1.7,-3.3,0.5,-1.3
CNC(=O)CN1C(=O)C2C3C=CC(C3)C2C1=O (stereo not drawn),-0.1,5.5,9.5,4.4,0.5,11.9,-5.2,-6.9,-0.9
CSc1nnc(CCNS(=O)(=O)c2ccc(Br)cc2)n1C,0.7,6.5,-10.0,0.2,-1.3,5.8,8.1,4.9,-4.7
Cc1ccc(S(=O)(=O)c2nnn(-c3cccc(F)c3)c2N)cc1,5.2,-1.8,10.7,-4.7,4.7,-4.2,-6.2,5.5,8.9
O=C(CCN1C(=O)C2C3CCC(C3)C2C1=O)Nc1ccc(F)cc1 (stereo not drawn),0.1,13.1,-3.6,-9.0,0.2,3.7,5.5,1.7,-1.3
CCOc1cc2c(cc1OCC)C(c1ccc(O)c(OC)c1)NCC2 (stereo not drawn),1.0,17.0,-1.4,-23.5,0.7,-3.7,-8.8,1.6,1.0
CCOc1ccc(NS(=O)(=O)c2ccc(C(=O)NC3CCN(Cc4ccccc4)CC3)cc2)cc1,5.9,0.0,-5.2,-17.5,0.5,-0.1,6.6,6.7,-2.9
O=C(c1cc(F)ccc1F)C1CCCN(C(=O)CCN2CCCCO2)C1 (stereo not drawn),2.0,5.8,1.8,-6.0,-1.2,0.4,-4.7,-2.5,3.5
CC(c1ccccc1)n1c(-c2ccc(Cl)cc2)n[nH]c1=S (stereo not drawn),1.0,-9.2,-12.2,-7.4,-0.6,-13.1,5.7,1.4,-1.5
CC(Oc1ccc(Br)cc1)C(=O)Nc1ccc(S(=O)(=O)NC2=NCCCCC2)cc1 (stereo not drawn),39.3*,-8.2,-5.3,-78.5,81.3*,-9.9,-3.8,18.0,29.1*
O=C(CN1CCCC1)Nc1ccc([N+](=O)[O-])cc1Cl,0.9,7.8,1.5,1.9,2.8,6.5,-2.9,6.8,-0.8
COc1ccc(C(=O)NCCSC2CCCCC2)cc1,0.7,7.2,12.3,8.1,-0.9,0.7,9.8,0.9,-5.8
COc1ccc(NC(=O)CCC(=O)c2cccs2)cc1S(=O)(=O)Nc1ccc(Cl)cc1,10.0,2.6,-5.4,16.4,-2.3,0.9,1.6,0.9,7.7
O=C(COc1ccc2c(c1)CCC2)N1CCc2ccccc21,0.2,2.9,0.2,-1.4,1.9,6.5,-2.0,-2.0,-2.5
CNC(=O)CS(=O)CC(=O)Nc1cc(OC(C)C)c(Cl)cc1Cl (stereo not drawn),-1.5,9.5,11.9,-16.1,4.8,-4.8,-9.2,-0.6,-4.8
Cc1nc(C(=O)Nc2ccccc2)sc1C(=O)Nc1ccccc1,5.4,5.6,1.3,-14.7,1.7,-5.8,-9.7,10.1,-1.8
CCCC(C)C(=O)Nc1ccc2c(c1)OCCO2 (stereo not drawn),0.6,4.7,15.9,-13.0,-0.1,2.3,-13.1,-12.7,-2.5
Cc1ccc(S(=O)(=O)n2nc(OC(=O)c3ccccc3F)cc2N)cc1,0.6,8.5,-12.2,36.2,-0.8,1.3,2.7,4.1,-2.1
Cc1ccc(SCC(=O)OCC(=O)N(CCC#N)c2ccccc2)cc1,3.8,-0.2,0.7,1.1,0.0,5.8,-2.4,7.9,2.0
NC(=O)c1ccc[n+](CC(=O)c2ccc(Br)cc2)c1,0.4,-0.8,0.2,15.9,-0.7,-0.9,-0.3,7.1,1.6
COc1ccc(S(=O)(=O)N2C3CCC2CC(NC(=O)C2CC2)C3)cc1 (stereo not drawn),1.1,6.9,1.5,-5.8,-0.5,3.4,-3.8,0.3,-1.4
Cc1ccc(S(=O)(=O)N(C)CCCC(=O)N2CCCCC2)cc1,1.2,0.7,-0.3,10.3,0.1,-3.6,-26.1,2.2,-5.1
N#CCCN=C(NS(=O)(=O)c1ccccc1)c1ccccc1,1.6,27.7*,10.7,-4.2,0.3,7.0,-9.1,5.5,-1.7
CC1=C(C(=O)OC(C)C)C(c2cccc([N+](=O)[O-])c2)n2c(cc(=O)[nH]c2=S)N1 (stereo not drawn),1.3,9.0,6.8,-3.4,-0.1,1.2,-2.7,-5.1,-0.6
COc1cccc(-n2nc(C(C)=O)c(C#N)c2-c2ccco2)c1,0.6,9.1,15.8,-1.5,-7.5,12.3,-4.5,-11.0,-5.9
CCN1CCc2c(C#N)c(N3CCCCC3)nc(NCc3ccccc3)c2C1,7.1,-4.6,2.6,-27.2,9.8,-47.4,-5.2,20.0,-14.9

# Reprinted at random: 2 records from the list
SMILES,M4 ag,M1 PAM,CHRM4 PAM,CRFBP-R2 block,CRFBP-R2 agonist,CHRM5 PAM,CHRM4 antagonist,CHRM5 antagonist,M5 ag
Cc1ccc(S(=O)(=O)N(C)CCCC(=O)N2CCCCC2)cc1,1.2,0.7,-0.3,10.3,0.1,-3.6,-26.1,2.2,-5.1
CC(Oc1ccc(Br)cc1)C(=O)Nc1ccc(S(=O)(=O)NC2=NCCCCC2)cc1 (stereo not drawn),39.3*,-8.2,-5.3,-78.5,81.3*,-9.9,-3.8,18.0,29.1*

# The results go on:
SMILES,M4 ag,M1 PAM,CHRM4 PAM,CRFBP-R2 block,CRFBP-R2 agonist,CHRM5 PAM,CHRM4 antagonist,CHRM5 antagonist,M5 ag
COc1ccc(N(C(=O)c2snc(C(N)=O)c2N)C(C(=O)NC2CCCC2)c2ccco2)cc1 (stereo not drawn),2.9,10.0,-3.6,-3.7,0.1,2.3,0.2,6.5,0.4
COc1n[nH]c(C(=O)Nc2cc(Cl)ccc2Cl)c1[N+](=O)[O-],1.6,-3.1,-2.1,10.1,1.8,-4.5,-0.4,2.9,0.6
CC(=O)NCCNc1nc(NCc2ccccc2)nc2ccsc12,18.8,-27.4,-9.0,nt,nt,-15.2,-3.5,5.5,9.5
CCOc1ccc2oc(C(=O)OCC(=O)NCC3CCCO3)c(C)c2c1 (stereo not drawn),2.6,5.9,3.5,8.9,-1.4,2.2,4.4,6.8,-2.7
O=[N+]([O-])c1cccc(-c2nnc(-c3ccccc3)o2)c1,3.6,4.9,8.9,1.1,-0.7,-2.8,-19.8,8.5,-4.4
COc1cccc(CNC(=S)Nc2ccc3c(c2)c(=O)n(C)n3Cc2csc(C)n2)c1,3.7,7.1,4.2,nt,nt,0.6,-20.9,-8.1,-0.5
COc1cc2c(cc1OC)CN(C(=O)c1cc(=O)c3ccccc3o1)CC2,-0.4,1.7,0.3,10.7,-1.4,1.2,10.4,2.5,1.4
C=C(C)Cn1c(CCCNC(=O)C(C)(C)C)nc2ccccc21,0.7,1.5,0.9,-2.2,1.9,4.5,-9.7,5.9,-7.5
O=C(NCC1COc2ccccc2O1)c1ccc(F)c(S(=O)(=O)N2CCOCC2)c1 (stereo not drawn),11.5,8.0,-2.5,-0.4,3.8,-3.7,-7.9,-1.6,0.9
CC(C)C1C(=O)N(Cc2cn(CC3CCCCC3)nn2)CCS(=O)(=O)N1Cc1ccc(-c2cccc(CO)c2)cc1 (stereo not drawn),6.3,0.4,-5.3,3.5,-2.2,-0.9,1.7,15.2,0.5
Nc1ccc(Oc2c(Cl)cccc2Cl)nc1,1.4,1.1,-4.2,-6.5,0.7,1.8,-17.6,0.1,-0.3
O=C(N=Nc1c(O)[nH]c2ccc(Br)cc12)c1ccccc1-n1cccc1,-1.9,3.5,10.2,-33.8,-2.3,-5.1,-11.5,1.1,-4.0
CCCn1c(N)c(N2CCCCC2)c(=O)n(CC(=O)Nc2ccccc2C(F)(F)F)c1=O,0.1,6.2,1.9,-0.5,-3.0,4.5,-6.3,12.2,3.7
O=C(Nc1ccccc1C(=O)N1CCOCC1)c1ccc([N+](=O)[O-])cc1,3.7,5.8,-4.5,19.9,-0.3,-4.8,-2.5,2.0,1.6
Nc1sc2c(c1C(=O)NC1CC1)CCCC2,0.6,4.2,17.1,1.7,-0.5,3.6,-0.4,9.9,-1.1
Cn1cnnc1SCC(=O)N1CCC(Cc2ccccc2)CC1,0.8,0.9,-0.6,5.2,-1.5,-5.4,11.4,1.9,-6.6
Cc1cc(NC(=O)C2CCCCC2C(=O)O)ccc1NC(=O)c1ccccc1 (stereo not drawn),1.2,15.0,12.2,11.6,-0.9,4.0,-4.2,-3.1,-4.4
Cc1cc(C(=O)N2CCCC(N3CCN(c4ccccc4C)CC3)C2)nc(C)n1 (stereo not drawn),0.7,3.0,1.4,-12.0,0.0,-4.6,-4.1,3.6,-3.9
CC(=O)Nc1ccc(S(=O)(=O)NCCC(=O)N2CCCCC2)cc1,0.9,2.1,0.0,-1.0,-0.3,-1.0,-4.1,0.8,-2.3
O=C(c1ccc([N+](=O)[O-])cc1)N1CCC(n2nnc3cc(F)ccc32)CC1,0.8,12.0,-4.3,3.4,-1.6,-3.0,-8.7,0.8,-5.8
COc1ccc(C(=O)N/N=C2\CCc3ccccc32)cc1OC,2.8,1.6,3.8,2.2,-1.3,4.5,-2.4,0.3,1.1
O=C(N/C(=C\c1ccccc1)C(=O)N1CCOCC1)c1ccccc1Cl,1.6,-0.2,4.8,-17.9,-0.6,0.7,3.0,-1.7,-2.8
Cc1noc(C)c1S(=O)(=O)N(CC(=O)NCCc1ccccc1)c1ccc(C(C)C)cc1,0.1,12.1,3.6,7.5,1.7,-4.1,-4.7,7.0,-0.3
N#Cc1ccsc1NC(=O)c1cccc([N+](=O)[O-])c1,3.4,-7.2,-6.1,63.3*,66.0*,-3.3,0.9,12.2,7.2
COc1cc2c(cc1NC(=O)c1cc(-c3ccncc3)nc3ccccc13)oc1ccccc12,1.7,3.3,-1.2,-5.5,1.1,-0.8,0.6,4.7,-0.3
